# BRCA1 expr act = activators of BRCA1 expression | MCF7-BRCA1-FFLuc reporter, luminescence, 48 h; response scale: scaled: vehicle 0%, 10 µM genistein 100% | Potency, µM (doses to about 46.1 µM), for inactives: top-dose activation, hits mostly activators | hit rate 1.1% among 380,000 | AID 624202; active = well fitted activation curve with a large enough effect; inconclusive = small, poorly fitted or top-dose-only effect; inactive = no such curve, though single readings can be large or run the other way; note: potency is the fitted concentration of half-maximal effect; nearly all actives have a fitted effect of over 80% in size; some results filed as inactive show a strong effect at the top dose
#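 Activators of BRCA1 expression were detected as increased firefly luciferase luminescence in engineered MCF7 cells after 48 h compound incubation. Signals were scaled to genistein 10 microM as full activation.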
# Giardia killer = Giardia lamblia killing; hit rate 0.15% among 340,000; AID 540267; Giardia lamblia trophozoite viability; activity change, % at 7.66 µM, hits read low; in the data active = activity change below about -80%; inconclusive = between about -30% and that limit;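 note: parasites exposed to compound for two days anaerobically before the ATP read; % is set by controls: 0 for no effect and ±100 for the full control effect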
#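 Trophozoites 100 cells/well + cpd; 48 hrs, 37 deg C, anaerobic. ATPLite 1-Step added, 15-30 min RT, luminescence read (ATP-based viability).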
# The depositor's hits bear a star; ? = inconclusive; [ ] = another dose, or the depositor's remark.
SMILES,BRCA1 expr act,Giardia killer
COc1cc(/C=N/n2nnnc2N)cc(Cl)c1OC,-13%,8
CN(C)CCN1C(=O)CCC2(C)C1=CCC1C2CCC2(C)C1CCC2(C)O (centres undefined),-5%,15
Cc1cccc(C(C#N)c2nc3ccccc3nc2C(F)(F)F)c1 (centres undefined),-24%,-16
COC(=O)CN1C(=O)[C@@H]2[C@H](C1=O)[C@@H]1CC(C(=O)OC)=C[C@@H](C(=O)OC)[C@@H]3C1=C(C(=O)[C@]3(C)NC(=O)c1ccccc1)[C@@H]2C,12%,10
CCC(=O)c1cccc(-c2ccccc2)c1CC,-17%,-12
Cc1ccc(-n2c(SCC(=O)O)nc3sc4c(c3c2=O)CC(C)(C)SC4)cc1,-4%,-14
O=C(N/N=C/c1ccncc1)c1ccncc1,-12%,-9
Cc1nn(-c2ccccc2)c(C)c1/C=N/NC(=O)c1ccc(F)cc1,34%,39[activator]
Cc1cc(N2CCCCCC2)nc2ccc(F)cc12,-38%,17
O=C(NN1CCOCC1)c1ccc(Cl)cc1Cl,-1%,2
CC(C)(C)NC(=O)Cn1nnc(-c2ccccc2NC(=O)c2ccco2)n1,-1%,-3
COc1ccc2c3c(ccc2c1)C(=O)/C(=C/O)CC3,-47%,11
CC(=O)Nc1c(Br)cc2c(c1Br)C(=O)c1ccccc1-2,-60%,7
COc1ccccc1C=NNC(=O)C(=O)NN=Cc1ccccc1OC,-6%,8
O=C(NCc1ccc(C(F)(F)F)cc1)C1CC(c2ccc(C(F)(F)F)cc2)=NO1 (centres undefined),-45%,1
CCN(C(=O)COC(=O)/C(=C/c1ccccc1)NC(C)=O)c1c(N)n(Cc2ccccc2)c(=O)[nH]c1=O,-2%,4
O=C(CN(C(=O)c1ccc(Cl)cc1Cl)N1C(=O)C2C3C=CC(C3)C2C1=O)c1ccc(F)cc1 (centres undefined),-31%,-7
COc1ccc(/C=C/c2nc3sc4c(c3c(=O)o2)CCC4)cc1,24%,15
O=C(NNC(=O)c1cccc2ccccc12)c1ccc(Cl)c(Cl)c1,22%,-8
COc1ccc(-c2noc3c2-c2nc(-c4ccccc4)sc2CC3)cc1,-18%,-11
Cc1c2cnccc2c(C)c2c1oc1ccccc12,21%,9
CCCCn1cnc2c(=O)[nH]c(N)nc21,-7%,-1
O=C(Cc1cccc(NC(=O)C2CCCN(C(=O)C3CCCC3)C2)c1)Nc1cccc(C(=O)N2CCCCC2)c1 (centres undefined),2%,-13
CC(=O)OC[C@H]1O[C@@H](Oc2cc3ccc(=O)oc3cc2OC(C)=O)[C@H](OC(C)=O)[C@@H](OC(C)=O)[C@@H]1OC(C)=O,32%,5
CN(C(=O)c1cccc(NC(=O)Cc2cccc(NC(=O)C3CCCN(C(=O)C4CCCCC4)C3)c2)c1)C1CC1 (centres undefined),-8%,-14
S=c1[nH]nc(SCc2ccccc2)c2[nH]cnc12,3.5µM*,-8
CCCc1nnn(S(=O)(=O)c2ccc([N+](=O)[O-])cc2)c1CCC,-7%,11
CC(C)(C)OC(=O)N(CCc1ccccc1)Cc1ccccc1OCc1cccc(NC(=O)C2CCC2)c1,-19%,-17
COc1cc(OC)c(C(=O)OCC(=O)Nc2cccc(S(=O)(=O)NC3=NCCCCC3)c2)cc1OC,4%,8
CN(C)C(CNC(=O)c1cc(S(=O)(=O)N(C)c2ccc(F)cc2)ccc1Cl)c1cccs1 (centres undefined),-36%,-12
CCCCN1CC[C@H]2C=CC[C@@H](C(=O)N3CCOCC3)[C@H]2C1=O,4%,-2
CCOC(=O)c1cc(-c2ccccc2)sc1NC(=O)CN1C(=O)c2ccccc2C1=O,12%,9
O=S(=O)(c1ccccc1)N1CCNc2ccccc21,-31%,12
CCOC(=O)c1c(NC(=O)CN2C(=O)N(C)C3(CCCCC3)C2=O)sc(C(=O)N(C)C)c1C,6%,-1
COc1cc(C=CC(=O)OCC=Cc2ccc3c(c2)OCO3)cc(OC)c1OC,-3%,-9
CCOc1cc(/C=C2\N=C(C)OC2=O)cc(Cl)c1OCC(=O)OC,0%,-5
CCN1CCC(O)(C(C(=O)OC)c2ccccc2)CC1 (centres undefined),-7%,25
CC(C)Cn1cnc2c(SCc3ccccc3)nc(N)nc21,88%,-4
CCOC(=O)c1c(N)sc(C(=O)N2CCCC(C(N)=O)C2)c1C (centres undefined),-15%,0
CCCCC(=O)NC(c1ccc(Cl)cc1)c1ccc2cccnc2c1O (centres undefined),-101%[inhibitor],-1
CC(=O)OC(=C(OC(C)=O)c1ccccc1)c1ccccc1,-6%,17
CCCCN1C[C@H](CO)Oc2cccc(F)c2S1(=O)=O,16%,-23
O=C(Cc1cccc(NC(=O)C2CCCN(C(=O)C3CC3)C2)c1)Nc1ccc(C(=O)N2CCOCC2)cc1 (centres undefined),7%,-21
COc1ccc(C(=O)Nc2ccc(Nc3ccccc3)cc2)cc1Br,14%,-28
CN(C)c1cc(-c2cccc(C(F)(F)F)c2)oc(=O)c1Cl,-26%,1
COc1ccc(S(=O)(=O)N2C[C@H]3CON(C)[C@H]3C[C@H]2c2cccc(Br)c2)cc1,-6%,-4
Cc1ccc2c(c1)-c1cc(C)ccc1C2=O,16%,-7
COC(=O)c1sc(NC(=O)CSc2nc3nc(C)cc(C)n3n2)c(C(=O)OC)c1C,-56%,-5
CC(C)N(Cc1nccn1C)C(=O)c1cc(COc2ccc(-n3cncn3)cc2)on1,2%,-6
Clc1ccccc1-c1nn2c(-c3cc(-c4ccccc4)n[nH]3)nnc2s1,-69%[inhibitor],3
O=C(Cc1ccc(NC(=O)C2CCCN(C(=O)c3ccccc3)C2)cc1)Nc1ccc(C(=O)N2CCOCC2)cc1 (centres undefined),5%,-22
Cc1cc(C)c(S(=O)(=O)Nc2ccc(C(=O)O)cc2)cc1S(=O)(=O)Nc1ccc(C(=O)O)cc1,-3%,4
O=c1c2ccccc2sn1-c1ccc(S(=O)(=O)N2CCOCC2)cc1,18%,-15
CN(C)Cc1cc(C(C)(C)c2ccccc2)ccc1O,-12%,-28
O=C(NN=Cc1ccc(O)cc1)C(=O)NN=Cc1ccc(O)cc1,-6%,24
CCOC(=O)[C@@H]1[C@H]2COc3ccccc3[C@@H]2N2C(=O)N(c3ccc(OC)cc3)C(=O)[C@]12C,2%,-13
CSc1nc(SCC(=O)NCc2ccco2)c2c3c(sc2n1)CN(C)CC3,1%,3
CCOC(=O)C1C(=O)NC(C(=O)OCC)(C(=O)OCC)C1C(C)CC (centres undefined),-14%,-13
O=C(NCCN1CCOCC1)c1cc(-c2cccs2)nc2ccccc12,-11%,16
O=C(NN1CCCCCC1)c1ccccc1F,33%,4

# Other structures follow.
SMILES,BRCA1 expr act,Giardia killer
COc1ccccc1C(CNC(=O)CNC(=O)c1cccc(Cl)c1)N1CCCC1 (centres undefined),-30%,-7
CC1(C)C(=O)C=CC(=O)C(C)(C)C(=O)C=CC(=O)C(C)(C)C2=CC=C(O2)C(C)(C)C(=O)C=CC1=O,-7%,-1
Cc1cc(C)cc(-c2nnc(SCC(=O)NCC3CCCO3)o2)c1 (centres undefined),12%,-9
CN(CCCC(=O)O)c1ccc(N=Nc2ccc([N+](=O)[O-])cc2)cc1,?,?
Cc1ccc(C#N)c(SCc2cccc(Br)c2)n1,24%,-22
C=CCN(CC=C)c1ncnc2[nH]ncc12,0%,-11
CN(Cc1ccccc1)C(=O)c1ccc(NC(=O)Cc2ccc(NC(=O)C3CCCN(C(=O)c4ccccc4)C3)cc2)cc1 (centres undefined),-20%,-4
CN(C(=O)c1cccc(NC(=O)Cc2ccc(NC(=O)C3CCCN(C(=O)C4CCC4)C3)cc2)c1)C1CC1 (centres undefined),-6%,-9
Cn1c(=O)c2[nH]c(SCc3cccnc3)nc2n(C)c1=S,24%,-6
O=[N+]([O-])c1ccc(S(=O)(=O)NN=C2CCCCC2)cc1,-16%,-5
Cc1ccc2c(C)nc(Nc3nc(CSc4nc5ccccc5s4)cc(=O)[nH]3)nc2c1,-8%,-15
COc1ccc(S(=O)(=O)n2cccc2)cc1,16%,4
OCC1OC(O)CC(O)C1O (centres undefined),-4%,-4
CCc1nc(N)nc(N)c1-c1ccc(Cl)c([N+](=O)[O-])c1,-66%[inhibitor],30
COc1ccc(C2COc3cc(O)ccc3C2)c(OC)c1O (centres undefined),-41%,11
O=C(O)C[C@H]1c2cc(C(F)(F)F)ccc2S(=O)(=O)N1Cc1ccccc1,-6%,-1
CC(C)(C)S(=O)(=O)N1Cc2cc(=O)n(Cc3ccccc3)c(CCO)c2[C@H]1CCO,7%,0
CCCCCCCCNS(=O)(=O)CCNCCc1ccccc1,-13%,-1
CCCCOC(=O)c1ccc(NC(=O)c2ccc(F)cc2F)cc1,15%,10
CN(Cc1ccccc1)C(=O)c1cccc(NC(=O)Cc2ccc(NC(=O)C3CCCN(C(=O)CCc4ccccc4)C3)cc2)c1 (centres undefined),0%,36[activator]

# 20 successive records out of the list so far:
SMILES,BRCA1 expr act,Giardia killer
O=C(NCCN1CCOCC1)c1cc(-c2cccs2)nc2ccccc12,-11%,16
O=C(NN1CCCCCC1)c1ccccc1F,33%,4
COc1ccccc1C(CNC(=O)CNC(=O)c1cccc(Cl)c1)N1CCCC1 (centres undefined),-30%,-7
CC1(C)C(=O)C=CC(=O)C(C)(C)C(=O)C=CC(=O)C(C)(C)C2=CC=C(O2)C(C)(C)C(=O)C=CC1=O,-7%,-1
Cc1cc(C)cc(-c2nnc(SCC(=O)NCC3CCCO3)o2)c1 (centres undefined),12%,-9
CN(CCCC(=O)O)c1ccc(N=Nc2ccc([N+](=O)[O-])cc2)cc1,?,?
Cc1ccc(C#N)c(SCc2cccc(Br)c2)n1,24%,-22
C=CCN(CC=C)c1ncnc2[nH]ncc12,0%,-11
CN(Cc1ccccc1)C(=O)c1ccc(NC(=O)Cc2ccc(NC(=O)C3CCCN(C(=O)c4ccccc4)C3)cc2)cc1 (centres undefined),-20%,-4
CN(C(=O)c1cccc(NC(=O)Cc2ccc(NC(=O)C3CCCN(C(=O)C4CCC4)C3)cc2)c1)C1CC1 (centres undefined),-6%,-9
Cn1c(=O)c2[nH]c(SCc3cccnc3)nc2n(C)c1=S,24%,-6
O=[N+]([O-])c1ccc(S(=O)(=O)NN=C2CCCCC2)cc1,-16%,-5
Cc1ccc2c(C)nc(Nc3nc(CSc4nc5ccccc5s4)cc(=O)[nH]3)nc2c1,-8%,-15
COc1ccc(S(=O)(=O)n2cccc2)cc1,16%,4
OCC1OC(O)CC(O)C1O (centres undefined),-4%,-4
CCc1nc(N)nc(N)c1-c1ccc(Cl)c([N+](=O)[O-])c1,-66%[inhibitor],30
COc1ccc(C2COc3cc(O)ccc3C2)c(OC)c1O (centres undefined),-41%,11
O=C(O)C[C@H]1c2cc(C(F)(F)F)ccc2S(=O)(=O)N1Cc1ccccc1,-6%,-1
CC(C)(C)S(=O)(=O)N1Cc2cc(=O)n(Cc3ccccc3)c(CCO)c2[C@H]1CCO,7%,0
CCCCCCCCNS(=O)(=O)CCNCCc1ccccc1,-13%,-1

# (next part)
SMILES,BRCA1 expr act,Giardia killer
CCc1nnc(NC(=O)[C@@H](NS(=O)(=O)c2ccc3c(c2)OCCO3)C(C)C)s1,-17%,-5
Cc1ccc(S(=O)(=O)N2CC=C(N)N2)cc1,-10%,7
Cc1ccccc1NC(=O)NCc1ccccn1,-3%,-14
OCC(O)C1OC(c2ccco2)OC(CO)C1O (centres undefined),-14%,-3
NNC(=O)CC1=NNC(=O)C1,0%,-20
CCCN1CNc2c(c(=O)[nH]c(=S)n2CCC(C)(C)C)C1,0%,2
COC(=O)c1sc(NC(=O)c2cnccn2)c(C(=O)OC)c1C,0%,-11
O=C(C=C(O)c1ccc(Cl)cc1)C(=O)NNC(=O)C(O)(c1ccccc1)c1ccccc1,-58%,-29
COc1ccc(C(=O)/C=C2\C(=O)Nc3ccc(Br)cc32)cc1,-35%,-22
CN(C(=O)c1cccc(NC(=O)Cc2ccc(NC(=O)C3CCCN(C(=O)C4CCCC4)C3)cc2)c1)C1CCCCC1 (centres undefined),-21%,14
Nc1cc2c(cc1Br)-c1ccc(F)cc1C2O (centres undefined),2%,-3
Cc1cccc(C(=O)NCc2nnc(SCC(=O)N3CCN(c4ccccc4)CC3)n2C)c1,-3%,2
CCOc1ccc(-n2cc(C(=O)Nc3cccc(C)n3)c3cc(OC)c(OC)cc3c2=O)cc1,-36%,5
CN(C(=O)c1cccc(NC(=O)Cc2ccc(NC(=O)C3CCN(C(=O)C4CC4)CC3)cc2)c1)C1CCCCC1,10%,?
COc1cc2c(c(OC)c1OC)-c1ccc(SC)c(=O)cc1C(NC(=O)C(F)(F)F)CC2 (centres undefined),?,4
NC(N)=NCCCS(=O)(=O)Nc1ccc(Nc2c3ccccc3nc3cc([N+](=O)[O-])ccc23)cc1,-24%,2
N#CC1(Nc2ccc(C(=O)O)cc2)CCCC1,-7%,-17
CC1CC(=O)N(CCc2ccccc2)C(=O)C1,-23%,-9
CC(=O)N(c1ccc2ccccc2c1)C1SC(=O)N(c2cccc(C)c2)C1=O (centres undefined),14%,6
S=C(Nc1ccccc1)Nc1ccc2ccccc2c1,19%,19
O=C(COC(=O)C1=Cc2ccccc2OC1)NCc1ccc(F)cc1,0%,5
OCOCCCn1c(C2CCCN2c2nc(-c3ccc(F)cc3)cs2)nc2cc(Cl)c(N3CCCCC3)cc21 (centres undefined),-60%,-22
CCOc1cccc(C2C=C(c3ccc4c(c3)OCO4)NC(c3ccccc3Cl)N2)c1O (centres undefined),4%,?

# Compound activity deposited in PubChem by National Center for Advancing Translational Sciences (NCATS).

# This is a subset; rates above refer to the full screens.
